Assay outcomes deposited in PubChem by Sanford-Burnham Center for Chemical Genomics.
NR3A LBD binder – binders of NR3A ligand-binding domain, primary screen, biophysical, differential scanning fluorimetry, uHTS; Glutamate receptor ionotropic, NMDA 3A (GRIN3A) ligand-binding domain; NR3A LBD differential scanning fluorimetry, Tm shift; 0% = protein alone, 100% = glycine-bound protein; Tm shift relative to glycine control, % at 25 µM; actives 2.5% (n = 340,000);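 active = melting temperature shift of at least 10% of the positive control shift, at one fixed dose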
Mdm2-MdmX inh – inhibitors of human Mdm2-MdmX association, primary screen, cell-based, luminescence, split luciferase, SaOS-2, uHTS | Protein Mdm4 (Homo sapiens) + E3 ubiquitin-protein ligase Mdm2 (Homo sapiens), … | SaOS-2 split-luciferase Mdm2/MdmX complementation | inhibition, % at 8 µM | actives 3% (n = 330,000) | AID 485346, 2010;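 active = inhibition of at least 50% at 8 µM in the primary screen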
tim10-1 inh – growth inhibitors of tim10-1 mutant yeast, primary screen, luminescence, uHTS. S. cerevisiae tim10-1 ts strain growth, BacTiter-Glo, 24 h. inhibition, % at 20 µM. actives 2.2% (n = 330,000). AID 463190, 2010;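 active = inhibition of at least 40%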;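 also: mutant grown at 25 °C; 0% = DMSO wells with yeast and 100% = wells holding no yeast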
TIM10 inh – growth inhibitors of isogenic TIM10 control yeast, primary screen, counter-screen for tim10-1 yeast inhibitor project, luminescence, uHTS; inhibition, % at 10 µM; S. cerevisiae TIM10 strain growth, BacTiter-Glo luminescence, 24 h; actives 1.4% (n = 330,000);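 active = inhibition of 40% or more at the single tested concentration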;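 also: wild-type TIM10 isogenic control strain grown at permissive 25 °C; 0% = DMSO yeast wells and 100% = minimal medium wells without yeast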
APJ agonist – agonists of human apelin receptor APJ, primary screen, CHO-K1 cells, PathHunter beta-arrestin, luminescence. P35414. activation, % at 20 µM. actives 0.11% (n = 330,000). 0% DMSO wells, 100% apelin;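 active = activation more than six SD over the plate average, tested at 20 µM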;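 also: 0% = DMSO alone and 100% = apelin-13 at 10 nM; some results filed as inactive read as strong as hits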
Target sequence (P35414 whole entry, looked up): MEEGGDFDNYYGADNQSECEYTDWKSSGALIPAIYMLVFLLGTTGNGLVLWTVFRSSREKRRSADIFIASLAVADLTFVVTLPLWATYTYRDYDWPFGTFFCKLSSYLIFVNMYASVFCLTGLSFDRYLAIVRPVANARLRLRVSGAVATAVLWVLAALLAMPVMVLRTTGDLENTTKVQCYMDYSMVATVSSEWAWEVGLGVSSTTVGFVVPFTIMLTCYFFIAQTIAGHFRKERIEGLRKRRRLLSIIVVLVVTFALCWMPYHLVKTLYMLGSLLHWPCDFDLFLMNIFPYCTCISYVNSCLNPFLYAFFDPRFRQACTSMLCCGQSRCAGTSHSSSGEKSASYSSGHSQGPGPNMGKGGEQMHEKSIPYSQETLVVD
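Assay system: CHO-K1 APJ beta-arrestin complementation cell line / Compound: single test compound dose, 20 µM final, 1% DMSO / Times: overnight seeding, 90 min compound at 25 °C, 1 h detection / Technique: beta-gal luminescence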
NLRP3 yeast inh – NALP3 inflammasome inhibitors in reconstituted yeast, primary screen, luminescence, uHTS. actives 0.39% (n = 330,000). Yeast reconstituted NLRP3/ASC/caspase-1, beta-gal luminescence, 24 h. inhibition, % at 10 µM;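 active = inhibition of 50% or more; inactive = inhibition below 50%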;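 also: plate controls were induced DMSO wells for no effect and uninduced yeast grown without galactose for full effect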
tim23-1 inh – growth inhibitors of tim23-1 mutant yeast, primary screen, luminescence, uHTS | S. cerevisiae tim23-1 growth, BacTiter-Glo luminescence, 24 h | inhibition, % at 20 µM | actives 1.3% (n = 330,000);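 active = growth inhibition of the mutant yeast at or above 50%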;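 also: temperature-sensitive mutant grown at 25 °C; plate controls were DMSO-treated mutant yeast for no effect and medium wells lacking yeast for full effect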
XBP1 UPR activ – activators of adaptive XBP1 UPR arm, primary screen, cell-based, CHO-XBP1 luciferase reporter, luminescence, uHTS; IRE1-XBP1 UPR activation; percent of tunicamycin response, DMSO as zero; activation, % at 20 µM; actives 0.33% (n = 330,000); AID 463104, 2010;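 active = versus positive control, 20 µM dose yields 30% or more activation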;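 also: 100% = tunicamycin at 10 µg/mL and 0% = DMSO only wells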
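Material – CHO cell line with stable XBP1 luciferase reporter · Buffer or medium – F12 plus 10% FBS · Compound – single point, 20 µM final compound, 1% DMSO · Schedule – 16-18 h cell attachment at 37 °C, then 6 h compound exposure · Signal – Steady-Glo luminescence read · Benchmarks – high control tunicamycin 10 µg/mL final, low control DMSO vehicle only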
UPR CHOP act – activators of apoptotic CHOP UPR arm, primary screen, cell-based, CHO-CHOP luciferase reporter, luminescence, uHTS | UPR activation; percent of tunicamycin response over DMSO baseline | activation, % at 10 µM | actives 0.34% (n = 330,000);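 active = at 10 µM dose, activation of 40% or more, normalized to positive control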;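 also: 100% = tunicamycin at 10 µg/mL and 0% = DMSO alone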
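Material: CHO-CHOP cells, stable luciferase reporter of PERK-eIF2a-CHOP signalling; quantity: 500 reporter cells seeded per well; buffer or medium: F12 medium containing 10% fetal bovine serum; compound: one dose, 10 µM in 0.5% DMSO; incubation: 6 h compound treatment, 37 °C; measured by: Steady-Glo luciferase luminescence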
* marks the source's active call; other numbers are inactive results; nt = not tested or not shown. Compounds were not picked by outcome; overall some 8.2% were active at least once.

Short keys: A = NR3A LBD binder; B = Mdm2-MdmX inh; C = tim10-1 inh; D = TIM10 inh; E = APJ agonist; F = NLRP3 yeast inh; G = tim23-1 inh; H = XBP1 UPR activ; I = UPR CHOP act
COc1ccccc1NCC(=O)NN=C1CCS(=O)(=O)c2ccc(F)cc21
  A = -2; B = 5; C = -2; D = -3; E = 0; F = 5; G = -6; H = -2; I = 2.6
CC(=O)c1c(C)[nH]c(C(=O)CN2CCN(S(=O)(=O)c3ccccc3[N+](=O)[O-])CC2)c1C
  A = 0; B = 20; C = 3; D = 2; E = 3; F = 5; G = -5; H = -4; I = 3.3
CC(=O)c1ccc(OCC(O)CN2CCN(CCO)CC2)cc1 (stereo unspecified)
  A = -3; B = -1; C = 16; D = 10; E = -3; F = 13; G = 0; H = -1; I = -0.1
CCN1C(=O)C2(Nc3ccccc3-c3nc4ccccc4n32)c2cc(OC)ccc21 (stereo unspecified)
  A = -1; B = 66*; C = 7; D = -2; E = -3; F = 6; G = 16; H = 0; I = -2.7
C=CCN=C(NC#N)SCc1ccccc1
  A = 0; B = -8; C = 10; D = 20; E = -6; F = -6; G = 1; H = 2; I = -1.0
CCOc1cc(-c2sc(Nc3ccc(CC)cc3)n[n+]2-c2ccccc2)ccc1OC
  A = 1; B = 21; C = 7; D = 6; E = -6; F = 12; G = 7; H = 1; I = -1.8
Cn1c(=O)c2c(nc(CN3CCN(C(=O)c4ccco4)CC3)n2Cc2ccc(Cl)cc2)n(C)c1=O
  A = 4; B = 25; C = 19; D = 16; E = -3; F = 19; G = 11; H = -3; I = -1.9
O=C(NCCc1ccccc1)C1CC(=O)N(c2ccc3c(c2)OCCO3)C1 (stereo unspecified)
  A = 0; B = 16; C = -17; D = -7; E = -4; F = 12; G = 0; H = 1; I = 2.3
O=c1[nH]cnc(O)c1C(c1cccc([N+](=O)[O-])c1)c1c(O)nc[nH]c1=O
  A = 1; B = 4; C = 8; D = -12; E = -1; F = 20; G = -2; H = -1; I = 2.6
CCOC(=O)C1(C(F)(F)F)N=C(C(F)(F)F)Nc2ccccc21 (stereo unspecified)
  A = 0; B = -5; C = 2; D = -1; E = -5; F = -8; G = 0; H = -1; I = -1.0
CC1=C(C(=O)OCC2CCCO2)C(c2ccccc2)C2=C(CC(C)(C)CC2=O)N1 (stereo unspecified)
  A = -1; B = 10; C = 15; D = 14; E = -4; F = 20; G = -2; H = -1; I = -1.7
O=C(/C=C/c1ccc([N+](=O)[O-])cc1)Nc1cccc(S(=O)(=O)NC2=NCCCCC2)c1
  A = -5; B = 10; C = -8; D = 2; E = 10; F = 12; G = -3; H = -4; I = -0.5
CC(Oc1ccc(Cl)cc1Cl)C(=O)N/N=C1\CCCc2ccccc21 (stereo unspecified)
  A = -6; B = -2; C = 16; D = -1; E = -1; F = 13; G = -6; H = -2; I = 0.1
Cc1cccc(CN2CCN(CCCc3ccccc3)CC2)c1
  A = nt; B = -1; C = -36; D = -38; E = 0; F = 19; G = -83; H = 0; I = 1.2
CC1CC(Nc2ccccc2)c2ccccc2N1C(=O)c1ccco1 (stereo unspecified)
  A = 0; B = 13; C = 30; D = 25; E = 0; F = 10; G = 24; H = -2; I = 0.4
Nc1nc(-c2ccc(S(=O)(=O)N3CCCCC3)cc2)cs1
  A = -1; B = 5; C = -2; D = 5; E = 1; F = 29; G = 16; H = 0; I = 0.0
C/C(=N\NC(=O)c1ccc(OC2CCCC2)cc1)c1ccc(C)s1
  A = -1; B = 25; C = 9; D = -3; E = 4; F = 7; G = -13; H = -2; I = 2.9
CS(=O)(=O)Nc1ccc(-c2n[nH]c(=S)n2-c2ccccc2)cc1
  A = -7; B = -10; C = 12; D = 13; E = 0; F = 24; G = 5; H = -2; I = -0.2
CC(=O)c1c(C)[nH]c(C(=O)N2CCN(c3ncccn3)CC2)c1C
  A = 0; B = 8; C = -4; D = -10; E = -2; F = -12; G = 11; H = -1; I = 2.5
O=C(NCc1ccccn1)c1ccc(-c2ccccc2)cc1
  A = 0; B = -88; C = 13; D = -1; E = 1; F = 27; G = 17; H = 6; I = 7.6
O=C(NCCCn1cccn1)C1CCC(=O)N(Cc2cccc(C(F)(F)F)c2)C1 (stereo unspecified)
  A = 3; B = 9; C = -5; D = -3; E = -4; F = 27; G = -9; H = -6; I = -0.9
CCOC(=O)c1[nH]cnc1C(=O)NC1CCN(C(=O)OC(C)(C)C)CC1
  A = 0; B = 25; C = -9; D = 0; E = -2; F = -1; G = -1; H = -2; I = 1.5
CC[C@]12c3[nH]c4cc(CCC(=O)N(C)C)ccc4c3CCN1C(=O)[C@@H](CC(=O)NCc1ccco1)C[C@@H]2C(=O)N1CCN(C(=O)C2CC2)CC1
  A = 0; B = 14; C = 18; D = -7; E = nt; F = nt; G = 35; H = 2; I = 3.2
Cc1cc(C)n2nc(C(=O)OCC(=O)c3ccccc3)nc2n1
  A = 4; B = 23; C = -12; D = 2; E = -6; F = 10; G = 3; H = 0; I = 1.5

Nothing new here: an excerpt of the list.
Short keys: A = NR3A LBD binder; B = Mdm2-MdmX inh; C = tim10-1 inh; D = TIM10 inh; E = APJ agonist; F = NLRP3 yeast inh; G = tim23-1 inh; H = XBP1 UPR activ; I = UPR CHOP act
Cc1cccc(CN2CCN(CCCc3ccccc3)CC2)c1
  A = nt; B = -1; C = -36; D = -38; E = 0; F = 19; G = -83; H = 0; I = 1.2
CC1CC(Nc2ccccc2)c2ccccc2N1C(=O)c1ccco1 (stereo unspecified)
  A = 0; B = 13; C = 30; D = 25; E = 0; F = 10; G = 24; H = -2; I = 0.4
Nc1nc(-c2ccc(S(=O)(=O)N3CCCCC3)cc2)cs1
  A = -1; B = 5; C = -2; D = 5; E = 1; F = 29; G = 16; H = 0; I = 0.0
C/C(=N\NC(=O)c1ccc(OC2CCCC2)cc1)c1ccc(C)s1
  A = -1; B = 25; C = 9; D = -3; E = 4; F = 7; G = -13; H = -2; I = 2.9
CS(=O)(=O)Nc1ccc(-c2n[nH]c(=S)n2-c2ccccc2)cc1
  A = -7; B = -10; C = 12; D = 13; E = 0; F = 24; G = 5; H = -2; I = -0.2
CC(=O)c1c(C)[nH]c(C(=O)N2CCN(c3ncccn3)CC2)c1C
  A = 0; B = 8; C = -4; D = -10; E = -2; F = -12; G = 11; H = -1; I = 2.5
O=C(NCc1ccccn1)c1ccc(-c2ccccc2)cc1
  A = 0; B = -88; C = 13; D = -1; E = 1; F = 27; G = 17; H = 6; I = 7.6
O=C(NCCCn1cccn1)C1CCC(=O)N(Cc2cccc(C(F)(F)F)c2)C1 (stereo unspecified)
  A = 3; B = 9; C = -5; D = -3; E = -4; F = 27; G = -9; H = -6; I = -0.9

Only tim23-1 inh and TIM10 inh, for some of the entries so far:
molecule | tim23-1 inh | TIM10 inh
Nc1nc(-c2ccc(S(=O)(=O)N3CCCCC3)cc2)cs1 | 16 | 5
CC1CC(Nc2ccccc2)c2ccccc2N1C(=O)c1ccco1 (stereo unspecified) | 24 | 25
